Screening results deposited in PubChem by several laboratories.
GPR35 antagonists: GPR35 antagonists blocking zaprinast-driven arrestin recruitment, primary screen, imaging, U2OS, beta-arrestin-GFP, zaprinast agonist (AID 2058); G-protein coupled receptor 35 (Homo sapiens); U2OS GPR35 beta-arrestin-GFP translocation imaging, zaprinast antagonism; higher % means a stronger effect; inhibition, % at 10 µM; hits with a dose series show IC50 in µM; hit rate 0.052% among 290,000;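 active = inhibition of at least 50% with at least 30 cells and total cytoplasm GFP at most 10,000,000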
Rac1 GTP hydrolysis: MgcRacGAP GTPase-activating activity inhibitors, confirmation, biochemical, ADP Hunter fluorescence. MgcRacGAP-stimulated Rac1 GTP hydrolysis, ADP Hunter fluorescence; higher % means a stronger effect; GST-tagged Rac1 F28L mutant substrate. inhibition, % at 30 µM; hits with a dose series show IC50 in µM. hit rate 0.6% among 340,000;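 active = first-screen hits whose inhibition reached a set limit at any dose in the follow-up dose series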;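 also: fluorescence reports GDP produced by GAP-driven GTP hydrolysis; strong numbers were not always called active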
NS5 inhibitors: Dengue-2 NS5 methyltransferase inhibitors, primary screen, biochemical, confirmation dose response (AID 588689) | Genome polyprotein (Dengue virus type 2 (strain 16681-PDK53)) | Dengue-2 NS5 methyltransferase capping enzyme assay, biochemical; higher % means a stronger effect | inhibition, % at 25 µM; hits with a dose series show IC50 in µM | hit rate 0.3% among 340,000; in the data active = a potency from the dose series
GPR55 LPI antagonism: GPR55 antagonists blocking LPI-driven arrestin recruitment, primary screen, imaging, U2OS, beta-arrestin-GFP, LPI agonist (AID 2013); G-protein coupled receptor 55 (Homo sapiens); inhibition, % at 10 µM; hits with a dose series show IC50 in µM; U2OS GPR55 beta-arrestin-GFP translocation imaging, LPI antagonism; higher % means a stronger effect; hit rate 0.13% among 290,000;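 active = spots per cell inhibited over 60%, with over 100 cells counted and total cytoplasm intensity under 500,000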;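 also: U2OS cells stably carrying GPR55 and arrestin-GFP stimulated by 5 µM LPI near EC80; imaged beta-arrestin-GFP aggregate spots per cell after agonist stimulation; plate controls were LPI-stimulated DMSO wells for no effect and DMSO wells without LPI for full effect; some results filed as inactive read as strong as hits; confirmed hits need IC50 under 10 µM and bright autofluorescent wells are also inconclusive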
SV40 large T antigen: SV40 large T antigen inhibitors, biochemical (AID 1903) | SV40 large T antigen ATPase/helicase inhibition assay; higher % means a stronger effect | inhibition, % at 20 µM, or IC50 in µM where a hit was titrated | hit rate 0.39% among 310,000; in the data active = a potency from the dose series; also: strong numbers were not always called active
HIV peptide binding: inhibitors of HIV fusion peptide binding, primary screen, biochemical, uHTS, fluorescence dequenching (AID 1986). cell-free peptide binding, fluorescence dequenching, 30 min; higher % means a stronger effect. inhibition, % at 20 µM, or IC50 in µM where a hit was titrated. hit rate 0.3% among 290,000; in the data active = inhibition mostly above about 52%, no sharp cut-off; inactive = mostly below about 76%; also: some results filed as inactive read as strong as hits
RSV antiviral HEp-2: RSV antiviral activity via CPE protection, HEp-2 cells, primary 10 µM value included (AID 2391) | HEp-2 cells, RSV-induced CPE inhibition; higher % means a stronger effect | one-dose CPE inhibition, % at 10 µM; IC50 in µM for titrated hits | hit rate 0.13% among 310,000; in the data active = a potency from the dose series; also: strong numbers were not always called active
UTI89 phage lysis: inhibition of K1F phage lysis, E. coli UTI89, bacterial capsule biogenesis inhibitors, alamar blue (AID 488966); E. coli UTI89 K1F phage lysis, alamar blue, 2 h; higher % means a stronger effect; hit rate 0.02% among 340,000; inhibition, % at 100 µM; hits with a dose series show IC50 in µM;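 active = phage lysis inhibition, versus mean bacterial control, above a set limit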;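 also: capsule biogenesis inhibitors block K1F phage lysis so surviving cells raise fluorescence; higher fluorescence means more inhibition of phage lysis; actives were called in the ten point dose series up to 300 µM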
PhoP inhibition: inhibitors of PhoP regulon expression, primary screen, Salmonella Typhimurium, GFP reporter (AID 1863). hit rate 0.16% among 300,000. one-dose inhibition, % at 50 µM; IC50 in µM for titrated hits. S. Typhimurium PhoP-regulated promoter GFP reporter, 4 h; higher % means a stronger effect;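 active = inhibition over 29.93%, a cutoff 3 SD above the screen mean, later confirmed by dose response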;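 also: 0% = low Mg2+ inducing control and 100% = high Mg2+ repressing control; strong numbers were not always called active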
* hit, by the source's call; / = no result given; [ ] = another dose, or the depositor's remark.

SMILES	GPR35 antagonists	Rac1 GTP hydrolysis	NS5 inhibitors	GPR55 LPI antagonism	SV40 large T antigen	HIV peptide binding	RSV antiviral HEp-2	UTI89 phage lysis	PhoP inhibition
COc1ccc(/C=N/NC(=O)CO/N=C(\C)c2cccs2)cc1	8.7%	6.8%	-3.3%	3.9%	12.6%	-0.2%	-0.4%	6.2%	24.5%
CCOC(=O)c1c(N)n[nH]c1-c1ccc(OC)cc1	2.2%	-5.6%	-4.0%	-4.5%	6.6%	0.7%	3.6%	6.9%	-7.0%
O=C(Nc1ccccc1Cl)c1ccc2nccnc2c1	5.2%	4.7%	1.8%	3.8%	10.5%	2.5%	1.6%	0.2%	-3.5%
Cn1c2c(c(=O)n(C)c1=O)C(c1ccc(O)cc1)Nc1ccccc1O2 (configuration not stated)	17.0%	-4.2%	0.5%	53.4%	12.3%	-2.2%	4.0%	-0.2%	9.3%
Cc1nc(NC(=S)NC(=O)c2ccco2)sc1C(=O)N(C)C	9.6%	-2.1%	-1.3%	14.2%	9.1%	-0.7%	1.2%	-0.1%	1.5%
C=CCOc1ccc(CN(C)CC(O)COc2cccc3ccccc23)cc1 (configuration not stated)	8.4%	12.0%	0.0%	11.9%	9.3%	1.0%	53.0%	-0.7%	-4.2%
COc1ccc(C(CNC(=O)C2CC2)N(C)C)cc1 (configuration not stated)	-1.0%	2.7%	4.6%	28.4%	5.5%	-0.2%	-0.7%	1.0%[50 µM]	0.9%
CCOc1ccc2nc(C)cc(C(=O)O)c2c1	24.8%	7.3%	-2.1%	22.3%	5.1%	3.4%	1.0%	0.4%	-2.4%
Cc1cc(C)cc(C(=O)NCC(=O)OCC(=O)Nc2cccnc2Cl)c1	9.5%	18.9%	-7.0%	7.4%	10.7%	-1.1%	2.1%	-0.1%	-0.7%
C=C1CCN([C@H](C(=O)O)C(C)C)S(=O)(=O)c2ccccc21	/	10.1%	-1.4%	/	7.2%	/	2.2%	0.9%	-6.0%
COC(=O)c1[nH]c2cccc(OC)c2c1NC(=O)CCN1CCN(c2ccccc2OC)CC1	-7.0%	3.3%	-6.5%	11.4%	6.1%	-2.6%	/	2.5%	-3.5%
Nn1c(Cc2ccccc2F)n[nH]c1=S	7.8%	12.6%	-2.4%	-8.6%	13.3%	-1.7%	3.4%	-0.1%	2.0%
CCC[C@H]1CCCC/C=C\CCCC(=O)OCCN1C(=O)OC(C)(C)C	/	5.5%	-5.0%	/	/	/	2.2%	-0.4%	/
CCOC(=O)c1csc(NC(=O)C(C)(C)C)n1	22.7%	-1.0%	-0.7%	7.5%	0.8%	1.0%	2.3%	-0.1%	-3.4%
CCc1nn(C(C)C(=O)N2CCN(Cc3ccccc3)CC2)c(=O)c2cc3occc3n12 (configuration not stated)	5.0%	12.2%	4.4%	7.3%	14.6%	-2.6%	0.6%	0.8%	-7.7%
O=C(Nc1nc2ccccc2[nH]1)c1cc(F)cc(F)c1	-5.9%	8.6%	2.4%	2.4%	11.5%	-2.5%	-0.4%	0.2%	-6.4%
CCOC(=O)C1CCCN(C(=O)Cn2nc(CC)n3c(cc4sccc43)c2=O)C1 (configuration not stated)	-2.0%	8.6%	-2.1%	0.4%	8.9%	1.3%	1.8%	-2.0%	8.5%
CC(C)CN(C(=O)CSc1nc2ccccc2o1)c1c(N)n(Cc2ccccc2)c(=O)[nH]c1=O	/	3.3%	7.3%	/	/	/	-0.9%	0.6%[50 µM]	/
CN(C)c1ccnc2sc3c(SCc4ccc(Cl)cc4)ncnc3c12	-11.1%	1.1%	-5.1%	5.6%	7.8%	-0.3%	10.7%	0.1%	-7.8%
Cc1cc(C)c(NC(=O)C(C)Sc2nc3ccc(N4C(=O)c5ccccc5C4=O)cc3s2)c(C)c1 (configuration not stated)	-6.9%	2.4%	-3.5%	-7.2%	-1.9%	4.3%	0.6%	1.8%	-3.0%

Single records (already shown). Values in the order: GPR35 antagonists	Rac1 GTP hydrolysis	NS5 inhibitors	GPR55 LPI antagonism	SV40 large T antigen	HIV peptide binding	RSV antiviral HEp-2	UTI89 phage lysis	PhoP inhibition
Nn1c(Cc2ccccc2F)n[nH]c1=S across the screens: 7.8%	12.6%	-2.4%	-8.6%	13.3%	-1.7%	3.4%	-0.1%	2.0%
CC(C)CN(C(=O)CSc1nc2ccccc2o1)c1c(N)n(Cc2ccccc2)c(=O)[nH]c1=O across the screens: /	3.3%	7.3%	/	/	/	-0.9%	0.6%[50 µM]	/

Additional records follow.
SMILES	GPR35 antagonists	Rac1 GTP hydrolysis	NS5 inhibitors	GPR55 LPI antagonism	SV40 large T antigen	HIV peptide binding	RSV antiviral HEp-2	UTI89 phage lysis	PhoP inhibition
Cc1cc(C)n(C(=O)/C(C#N)=N\Nc2ccccc2[N+](=O)[O-])n1	-4.0%	-3.0%	-16.4%	-4.0%	4.1%	-2.4%	1.2%	-0.3%	10.8%
Cc1cc(/C=N/O)c(C)n1-c1cccc(Cl)c1	9.2%	6.0%	-31.9%	-4.3%	14.7%	-0.1%	1.6%	0.1%	-0.7%
CCOCCCNC(=O)CN1C(=O)c2cccc3cccc1c23	-2.2%	5.4%	-2.0%	8.6%	8.3%	-0.4%	2.4%	0.3%	-4.3%
CCC(C)/C(C)=N/NC(=O)c1ccc(CSc2nc3ccccc3s2)cc1 (configuration not stated)	-5.9%	3.3%	-3.9%	5.6%	3.6%	0.2%	2.9%	1.1%[50 µM]	13.0%
Cn1c(=O)n(C)c2cc3[nH]cnc3cc21	4.5%	/	-9.8%	2.8%	-0.8%	-0.3%	1.0%	0.1%	5.1%
O=C(CSCC(=O)NC1CCCC1)Nc1ccccc1	19.8%	5.5%	-4.4%	7.7%	15.7%	-0.4%	0.1%	3.2%	5.3%
COc1ccccc1CNS(=O)(=O)c1c(C)[nH]c(=O)[nH]c1=O	-6.4%	8.4%	-0.7%	11.0%	21.7%	-3.9%	0.2%	0.2%	-3.4%
Cc1ccc(N=Nc2c(C)[nH]n(-c3ccccc3)c2=O)cc1Br	-14.4%	0.5%	-3.9%	4.4%	9.0%	-2.4%	3.3%	0.2%	-4.0%
CSc1nnc(CSCc2ccc(Cl)cc2Cl)n1-c1ccccc1	-5.7%	13.9%	0.0%	41.4%	5.2%	-0.6%	-1.1%	3.3%	1.1%
CN(Cc1cnn(C)c1)C(=O)C1CCCCC1C(=O)O (configuration not stated)	-5.0%	5.4%	4.0%	0.6%	-4.6%	2.2%	1.2%	0.8%	8.2%
COCCNc1nnc(SCC(=O)Nc2sc3c(c2C(=O)c2ccccc2)CCCC3)s1	-6.2%	-2.1%	0.0%	-2.6%	8.9%	-1.6%	14.5%	-0.5%	4.8%
CNC(=O)CSc1nnc(-c2ccco2)n1-c1cccc(C)c1C	4.9%	-9.6%	-11.2%	7.4%	10.1%	-1.2%	2.2%	-0.2%	4.6%
Cc1ccccc1CC1(CO)CCCN(C(=O)CCC(=O)c2ccccc2)C1 (configuration not stated)	19.1%	11.1%	-5.4%	-5.8%	-1.0%	1.3%	61.2%	0.1%	8.2%
COc1ccc(N2CC(C(=O)N3CCN(c4ccccc4)CC3)CC2=O)cc1 (configuration not stated)	-3.7%	6.7%	5.2%	0.8%	14.0%	-1.0%	1.7%	0.8%[50 µM]	-1.8%
COC(=O)COc1ccc(S(=O)(=O)NCc2ccc3c(c2)OCO3)cc1	3.4%	6.2%	-4.1%	-10.8%	19.7%	-1.7%	-1.4%	0.2%	3.8%
CCn1ncc(S(=O)(=O)Nc2cccnc2)c1C	-9.6%	-1.8%	-2.6%	25.1%	10.5%	0.5%	1.4%	-0.3%	-4.0%
Cc1[nH]c2ccccc2c(=O)c1C(=O)/C=C/c1ccccc1	10.3%	6.3%	-31.6%	7.5%	9.5%	-0.7%	4.4%	0.2%	/
O=[N+]([O-])c1cccc(NNS(=O)(=O)c2ccccc2F)c1	-13.8%	6.9%	10.5%	-0.1%	8.3%	36.6%	1.0%	3.6%	16.6%
COc1cccc(/C=N/N2CCOCC2)c1O	-6.8%	13.2%	-2.7%	-4.7%	3.3%	1.5%	1.8%	0.1%	19.9%
Cc1cccc(NC(=O)CCN2C(=O)C3C4C=CC(C4)C3C2=O)n1 (configuration not stated)	-4.5%	-0.2%	5.5%	22.4%	5.2%	-1.2%	-0.6%	0.1%	9.1%
O=C(CN1C(=O)CCS(=O)(=O)c2ccccc21)NCc1ccc2c(c1)OCO2	-7.0%	9.6%	6.1%	-4.2%	-3.1%	3.8%	0.4%	0.7%	1.2%
Cc1ccc(C2N(c3ccc(Cl)cc3)C(=O)N3CCCN23)cc1 (configuration not stated)	18.4%	-9.8%	-6.1%	12.5%	1.8%	-1.6%	1.3%	-2.5%	-0.4%
CN1C(=O)c2cccc3c(S(=O)(=O)NCCc4ccccc4)ccc1c23	-5.7%	-0.4%	-2.4%	11.3%	2.1%	-0.3%	9.2%	-0.4%	7.7%
Cc1ccc(C#N)c(SCc2cccc(Br)c2)n1	/	9.5%	-0.8%	/	10.5%	/	3.4%	-0.6%	/
N#CC1=C(N)OC2=C(C(=O)CCC2)C1c1cc2c(cc1Br)OCO2 (configuration not stated)	4.3%	6.7%	7.2%	-1.7%	7.3%	1.7%	0.6%	-0.4%	-1.1%
CCOc1ccc(CN2CCNC(=O)C2CC(=O)OC)cc1 (configuration not stated)	9.6%	10.3%	0.7%	-1.1%	-1.2%	-2.7%	1.7%	1.1%	10.5%
O=C(COc1ccc2ccc(=O)oc2c1)NC1CCN(Cc2ccccc2)CC1	4.4%	11.4%	2.3%	10.0%	12.1%	-2.2%	-0.5%	-0.3%	5.8%
CCCNC(=O)c1onc(CSc2ccc(Cl)cc2)c1C(=O)NCCC(C)C	/	5.8%	7.9%	/	3.6%	/	6.2%	-0.3%	-7.0%
O=C(c1ccccc1Cl)N1CCN(c2ccccn2)CC1	-4.3%	4.0%	-3.2%	11.7%	-1.9%	-1.7%	56.2%	0.2%	3.0%
CN(C)S(=O)(=O)N1CCC(Oc2cccc(C(=O)NCCC3=CCCCC3)c2)CC1	-6.7%	5.1%	-8.1%	1.8%	14.7%	-0.5%	1.3%	0.0%	-9.8%
Cc1ccccc1OCC(=O)N/N=C/c1ccc([N+](=O)[O-])o1	13.3%	-3.2%	1.8%	-5.5%	11.5%	20.1%	0.3%	-0.7%	0.1%
Cc1ccc(OCC(=O)n2cnnc2N)c(C)c1	10.5%	/	/	-2.6%	3.7%	1.7%	0.5%	/	-5.7%
Cc1cc(=O)[nH]c(SCC(=O)NN(c2ccccc2)c2ccccc2)n1	-6.0%	0.9%	5.5%	-4.2%	16.8%	-0.2%	4.6%	0.1%	-12.6%

Outcome played no part in choosing rows; about 1.5% have a hit in one of these screens.
